Screens: PubChem BioAssay, several laboratories
TNAP inh hi DEA = human TNAP enzyme inhibitors, primary screen, biochemical, luminescent, high phosphate acceptor level, uHTS; 200,000 compounds, 0.03% hits; purified TNAP, CDP-star luminescence, 1 M DEA; AID 1135, 2008; inhibition, % at 20 µM;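 active = over 50% inhibition of tissue-nonspecific alkaline phosphatase at 20 µM in the single-dose screen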;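 also: plate controls were DMSO wells for no effect and EDTA-quenched wells as full inhibition for full effect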
Target sequence (P05186 whole entry, looked up): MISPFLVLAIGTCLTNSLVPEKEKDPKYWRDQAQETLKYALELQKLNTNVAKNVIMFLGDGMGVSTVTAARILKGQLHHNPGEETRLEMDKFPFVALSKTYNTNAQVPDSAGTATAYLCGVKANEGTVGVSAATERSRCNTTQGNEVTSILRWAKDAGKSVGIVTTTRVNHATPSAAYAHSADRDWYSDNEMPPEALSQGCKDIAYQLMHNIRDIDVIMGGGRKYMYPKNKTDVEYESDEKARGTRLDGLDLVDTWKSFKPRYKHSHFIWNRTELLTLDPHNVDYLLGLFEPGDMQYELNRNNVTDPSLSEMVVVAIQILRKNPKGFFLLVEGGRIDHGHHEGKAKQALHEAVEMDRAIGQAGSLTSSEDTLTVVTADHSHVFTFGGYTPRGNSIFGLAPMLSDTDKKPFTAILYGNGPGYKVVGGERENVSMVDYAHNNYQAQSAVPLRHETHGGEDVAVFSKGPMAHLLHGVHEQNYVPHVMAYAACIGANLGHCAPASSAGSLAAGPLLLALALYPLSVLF
FLuc inhib CS = firefly luciferase enzyme inhibitors, primary screen, artefact control for luciferase-based inhibitor screens, biochemical, luminescence, ATPLite. 10 min. inhibition, % at 10 µM. 200,000 compounds, 1.5% hits;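 active = inhibition above about 50% when tested at 10 µM, limit read from the data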
Target sequence (P08659 whole entry, looked up): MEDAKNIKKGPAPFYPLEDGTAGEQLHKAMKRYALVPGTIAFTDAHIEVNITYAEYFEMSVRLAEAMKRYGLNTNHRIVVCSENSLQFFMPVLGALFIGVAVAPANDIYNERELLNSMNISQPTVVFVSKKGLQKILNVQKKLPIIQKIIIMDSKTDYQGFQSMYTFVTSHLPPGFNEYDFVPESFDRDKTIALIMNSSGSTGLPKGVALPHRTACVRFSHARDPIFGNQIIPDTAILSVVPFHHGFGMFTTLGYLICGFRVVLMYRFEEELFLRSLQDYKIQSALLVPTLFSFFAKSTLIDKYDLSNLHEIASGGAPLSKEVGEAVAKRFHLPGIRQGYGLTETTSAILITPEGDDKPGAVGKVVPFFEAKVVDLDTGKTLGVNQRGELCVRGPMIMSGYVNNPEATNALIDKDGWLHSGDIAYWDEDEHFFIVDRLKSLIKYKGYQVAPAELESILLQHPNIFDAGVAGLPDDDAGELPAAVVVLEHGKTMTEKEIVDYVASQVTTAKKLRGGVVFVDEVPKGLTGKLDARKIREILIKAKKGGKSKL
RAM network inh = inhibitors of the yeast RAM network, primary screen, dse1pr::URA3 reporter, 5-FOA selection; S. cerevisiae dse1pr::URA3 reporter, 5-FOA growth OD615, 2 d; analog-sensitive cbk1-as2 kinase mutant strain; inhibition, % at 50 µM; 190,000 compounds, 1.8% hits; AID 868, 2007;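 active = inhibition above a set limit, 3 SD over mean compound inhibition, cut at about 8.4% in these data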;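 also: 0% = DMSO-only wells with no growth and 100% = 10 µM 1-NA-PP1 full growth; inhibition rescues growth on 5-FOA so higher OD means more RAM inhibition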
bIAP inh = bovine intestinal alkaline phosphatase inhibitors, primary screen, selectivity assay for TNAP inhibitor project, biochemical, bovine IAP, CDP-star luminescence; 190,000 tested, under 10 active; purified bovine IAP, 30 min; inhibition, % at 20 µM; alkaline phosphatase, intestinal [Bos taurus];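 active = over 50% inhibition of intestinal alkaline phosphatase at 20 µM in the single-dose screen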
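Assay system – bovine IAP enzyme · Quantity – bovine IAP at 1/65,000,000 final dilution · Detection – CDP-star luminescence signal · Times – 30 min reaction at room temperature · Also added – CDP-star substrate at 30 µM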
APP 5UTR inh = inhibitors of APP translation via 5'UTR reporter, primary screen, APP 5'UTR luciferase, SH-SY5Y cells; AID 1285, 2008; inhibition, % at 2 µM; SH-SY5Y APP 5'UTR-luciferase reporter, luminescence; 190,000 compounds, 0.82% hits;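 active = inhibition above a set limit, derived from the sample mean plus 3 SD, cut at about 45% in these data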; also: values of inactives mirror those of a sister screen read the other way
L major viab = Leishmania major promastigote growth inhibition, primary screen. Leishmania major promastigotes, resazurin fluorescence viability. inhibition, % at 10 µM. 200,000 compounds, 9% hits. AID 1063, 2008; in the data active = inhibition above about 50%;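 also: promastigotes grown with compound for 44 hours at 28 °C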
FLuc stim CS = FLuc activators, initial screening, artefact control for FLuc-dependent activation tests, biochemical, ATPlite luminescence. ATPlite luciferase biochemical, 10 min; 0 = ATP-free wells, 1 = DMSO control. activation factor at 10 µM. 200,000 tested, under 10 active. AID 1027, 2008;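 active = luciferase activation factor, scaled between plate controls, of at least 2 with compound at 10 µM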
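System: cell-free luciferase reagent; medium: PBS as buffer for the ATP substrate; doses: test compounds dosed from 2 mM stocks in 100% DMSO; incubation: 10 min, room temperature; measured by: luminescence from luciferase reaction; read-out: luciferase activation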
TNAP inh no acc = human TNAP enzyme inhibitors, primary screen, biochemical, luminescent, no phosphate acceptor, uHTS. Alkaline phosphatase, tissue-nonspecific isozyme (Homo sapiens), P05186. AID 1012, 2008. 200,000 compounds, 0.26% hits. inhibition, % at 20 µM. purified TNAP, CDP-star luminescence, 30 min;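 active = tissue-nonspecific alkaline phosphatase inhibition above about 50% at 20 µM in the single-dose screen, limit read from the data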;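 also: 0% = DMSO negative control and 100% = EDTA positive control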
bIAP activator = bovine intestinal alkaline phosphatase activators, primary screen, biochemical, bovine IAP, CDP-star luminescence | alkaline phosphatase, intestinal [Bos taurus] | purified bovine IAP, 30 min; stronger effect = higher value; fold of DMSO-control signal, blank-subtracted | activation factor at 20 µM | 200,000 compounds, 0.17% hits;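 active = activation factor of 2 or more at 20 µM, a signal rise over negative controls twice the positive control's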
TNAP act hiacc = TNAP activators at high phosphate acceptor level, primary screen, biochemical, luminescence, uHTS | 200,000 tested, under 10 active | purified TNAP, CDP-star luminescence, 1 M DEA, 30 min; stronger effect = higher value; 0 = EDTA background, 1 = DMSO-only activity | AID 1136, 2008 | activation factor at 20 µM;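 active = activation factor at least 2 at 20 µM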
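system = human TNAP | amount = enzyme diluted 1/800 final | reagent = 100 µM CDP-star substrate | signal = luminescent substrate turnover signal | dosing = one dose, 20 µM | benchmarks = EDTA negative control, DMSO positive control | measure = activation factor | timing = 30 min reaction, room temperature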
Starred values were filed as active, the others as inactive.

Results for CCOC(=O)c1cc(Br)c(=O)n2ccccc12 ?
TNAP inh hi DEA: -3; FLuc inhib CS: -6; RAM network inh: 1.3; bIAP inh: 4; APP 5UTR inh: -4; L major viab: -9; FLuc stim CS: 1.1; TNAP inh no acc: -10; bIAP activator: 1; TNAP act hiacc: 1

How did COc1ccc2nc(NC(=O)c3ccc(Br)s3)sc2c1 do in these assays?
TNAP inh hi DEA: -2; FLuc inhib CS: 33; RAM network inh: 0.7; bIAP inh: 3; APP 5UTR inh: -136; L major viab: 17; FLuc stim CS: 0.7; TNAP inh no acc: -14; bIAP activator: 1; TNAP act hiacc: 1

What do the screens show for `CCc1c(C)sc(NC(=O)c2cc(C(C)C)on2)c1C#N`?
TNAP inh hi DEA: -5; FLuc inhib CS: -5; RAM network inh: 6.5; bIAP inh: 18; APP 5UTR inh: -7; L major viab: -5; FLuc stim CS: 1.1; TNAP inh no acc: -11; bIAP activator: 0.8; TNAP act hiacc: 1.1

Results for CS(=O)(=O)N1CCN(C(=O)CCC2CCCC2)CC1 ?
TNAP inh hi DEA: -3; FLuc inhib CS: -4; RAM network inh: 0.5; bIAP inh: 0; APP 5UTR inh: -2; L major viab: -8; FLuc stim CS: 1; TNAP inh no acc: -4; bIAP activator: 1; TNAP act hiacc: 1

How did O=c1oc2ccc3ccccc3c2cc1-c1nnc(-c2ccccc2)o1 do in these assays?
TNAP inh hi DEA: 5; FLuc inhib CS: -7; RAM network inh: 3.2; bIAP inh: 34; APP 5UTR inh: -23; L major viab: -1; FLuc stim CS: 1.1; TNAP inh no acc: -6; bIAP activator: 0.7; TNAP act hiacc: 1

How did COc1cc(CO)ccc1OCc1nnnn1-c1ccc(C)cc1 do in these assays?
TNAP inh hi DEA: -6; FLuc inhib CS: -5; RAM network inh: -0.5; bIAP inh: 11; APP 5UTR inh: -4; L major viab: 1; FLuc stim CS: 1.1; TNAP inh no acc: -10; bIAP activator: 0.9; TNAP act hiacc: 1.1

Results for CCN(CC)c1ccc(NC(=S)NCC2CCCO2)cc1 (stereo not given) ?
TNAP inh hi DEA: -2; FLuc inhib CS: -4; RAM network inh: 2.1; bIAP inh: 9; APP 5UTR inh: -24; L major viab: 8; FLuc stim CS: 1; TNAP inh no acc: -7; bIAP activator: 0.9; TNAP act hiacc: 1

How did CCOc1ccccc1CNn1nnnc1N do in these assays?
TNAP inh hi DEA: 1; FLuc inhib CS: -2; RAM network inh: 1.0; bIAP inh: 1; APP 5UTR inh: -4; L major viab: -5; FLuc stim CS: 1; TNAP inh no acc: -6; bIAP activator: 1; TNAP act hiacc: 1

Results for CCOc1ccc(NC(=O)c2ccc(C#CC(C)(C)O)cc2)cc1 ?
TNAP inh hi DEA: 0; FLuc inhib CS: -2; RAM network inh: 2.5; bIAP inh: 14; APP 5UTR inh: 0; L major viab: -5; FLuc stim CS: 1; TNAP inh no acc: -13; bIAP activator: 0.9; TNAP act hiacc: 1

Results for COc1ccc(NC(=O)c2cccc(OS(=O)(=O)N(C)C)c2)cc1 ?
TNAP inh hi DEA: 0; FLuc inhib CS: 54*; RAM network inh: -0.2; bIAP inh: 10; APP 5UTR inh: -157; L major viab: 1; FLuc stim CS: 0.5; TNAP inh no acc: -7; bIAP activator: 0.9; TNAP act hiacc: 1

How did COc1cccc(-c2noc(-c3cccnc3)n2)c1 do in these assays?
TNAP inh hi DEA: -5; FLuc inhib CS: 44; RAM network inh: 1.2; bIAP inh: 8; APP 5UTR inh: -107; L major viab: 0; FLuc stim CS: 0.6; TNAP inh no acc: -15; bIAP activator: 0.9; TNAP act hiacc: 1

Results for COc1ccc2nc(Cl)c(C#N)cc2c1 ?
TNAP inh hi DEA: -5; FLuc inhib CS: -2; RAM network inh: 4.8; bIAP inh: 8; APP 5UTR inh: 25; L major viab: 6; FLuc stim CS: 1; TNAP inh no acc: -11; bIAP activator: 0.9; TNAP act hiacc: 1.1

Results for CCOC(=O)C(NC(=O)CC(C)C)(Nc1sc2c(c1C(N)=O)CCCC2)C(F)(F)F (stereo not given) ?
TNAP inh hi DEA: 0; FLuc inhib CS: -9; RAM network inh: 1.5; bIAP inh: 6; APP 5UTR inh: 5; L major viab: 0; FLuc stim CS: 1.1; TNAP inh no acc: -5; bIAP activator: 0.9; TNAP act hiacc: 1

How did C=CCn1c(=O)c2c(C)c(C)sc2n2c(Nc3ccc(OC)cc3)nnc12 do in these assays?
TNAP inh hi DEA: -5; FLuc inhib CS: -2; RAM network inh: 1.1; bIAP inh: 13; APP 5UTR inh: 5; L major viab: 5; FLuc stim CS: 1; TNAP inh no acc: -10; bIAP activator: 0.9; TNAP act hiacc: 1

What do the screens show for `CCOc1ccc(OCC)c(S(=O)(=O)N2CCC(C)CC2)c1`?
TNAP inh hi DEA: -1; FLuc inhib CS: -3; RAM network inh: -0.5; bIAP inh: 8; APP 5UTR inh: -5; L major viab: 2; FLuc stim CS: 1; TNAP inh no acc: -6; bIAP activator: 0.9; TNAP act hiacc: 1

Results for Cc1cc(C)n2nnnc2c1C#N ?
TNAP inh hi DEA: -3; FLuc inhib CS: -7; RAM network inh: 1.4; bIAP inh: 11; APP 5UTR inh: 2; L major viab: -3; FLuc stim CS: 1.1; TNAP inh no acc: 3; bIAP activator: 0.9; TNAP act hiacc: 1

What do the screens show for `N#Cc1ccc(-c2cccnc2)nc1SCc1ccc(Cl)cc1Cl`?
TNAP inh hi DEA: -2; FLuc inhib CS: -10; RAM network inh: 3.8; bIAP inh: 29; APP 5UTR inh: 2; L major viab: 5; FLuc stim CS: 1.1; TNAP inh no acc: 0; bIAP activator: 0.7; TNAP act hiacc: 1

What do the screens show for `C=CCn1c(=N)c(C#N)cc2c(=O)n3ccccc3nc21`?
TNAP inh hi DEA: 3; FLuc inhib CS: -9; RAM network inh: -0.5; bIAP inh: 12; APP 5UTR inh: -11; L major viab: 28; FLuc stim CS: 1.1; TNAP inh no acc: -6; bIAP activator: 0.9; TNAP act hiacc: 1

How did COc1ccc(CNC(=O)C(NS(=O)(=O)c2ccc3c(c2)CCCN3C(C)=O)C(C)C)cc1 (stereo not given) do in these assays?
TNAP inh hi DEA: -2; FLuc inhib CS: -5; RAM network inh: 1.5; bIAP inh: 2; APP 5UTR inh: 12; L major viab: -2; FLuc stim CS: 1.1; TNAP inh no acc: -11; bIAP activator: 1; TNAP act hiacc: 1

Results for Cc1ccc(N(C(=O)c2csnn2)C(C(=O)NC(C)(C)C)c2cccs2)cc1 (stereo not given) ?
TNAP inh hi DEA: -6; FLuc inhib CS: -8; RAM network inh: -0.7; bIAP inh: -3; APP 5UTR inh: -15; L major viab: -2; FLuc stim CS: 1.1; TNAP inh no acc: -10; bIAP activator: 1; TNAP act hiacc: 1.1

Results for CSC1=C(C#N)C(C)CC(=O)N1 (stereo not given) ?
TNAP inh hi DEA: -3; FLuc inhib CS: -3; RAM network inh: -0.1; bIAP inh: 7; APP 5UTR inh: 7; L major viab: -4; FLuc stim CS: 1; TNAP inh no acc: -8; bIAP activator: 0.9; TNAP act hiacc: 1

How did CCOc1ccc2nc(SCC#N)c(C#N)cc2c1 do in these assays?
TNAP inh hi DEA: -3; FLuc inhib CS: -6; RAM network inh: 1.9; bIAP inh: 14; APP 5UTR inh: -19; L major viab: 3; FLuc stim CS: 1.1; TNAP inh no acc: -16; bIAP activator: 0.9; TNAP act hiacc: 1

How did Cc1ccc(-c2ccc(C(=O)O)[nH]2)cc1 do in these assays?
TNAP inh hi DEA: 0; FLuc inhib CS: 6; RAM network inh: 0.4; bIAP inh: -3; APP 5UTR inh: -4; L major viab: 1; FLuc stim CS: 0.9; TNAP inh no acc: -9; bIAP activator: 1; TNAP act hiacc: 1

How did O=C(Nc1ccccc1C(F)(F)F)N1CCCC(O)C1 (stereo not given) do in these assays?
TNAP inh hi DEA: -7; FLuc inhib CS: -4; RAM network inh: 0.2; bIAP inh: 16; APP 5UTR inh: 4; L major viab: -9; FLuc stim CS: 1; TNAP inh no acc: -21; bIAP activator: 0.8; TNAP act hiacc: 1.1

How did CC(C)CNC(=O)C1CC(=O)OC12CCCCC2 (stereo not given) do in these assays?
TNAP inh hi DEA: 5; FLuc inhib CS: -1; RAM network inh: 0.1; bIAP inh: 2; APP 5UTR inh: 8; L major viab: -4; FLuc stim CS: 1; TNAP inh no acc: -3; bIAP activator: 1; TNAP act hiacc: 1

What do the screens show for `COCc1nnc(NC(=O)c2ccc(Cl)cc2[N+](=O)[O-])s1`?
TNAP inh hi DEA: 0; FLuc inhib CS: -2; RAM network inh: -0.1; bIAP inh: 4; APP 5UTR inh: -15; L major viab: -5; FLuc stim CS: 1; TNAP inh no acc: -11; bIAP activator: 1; TNAP act hiacc: 1

What do the screens show for `CCCC(=O)Nc1ccc2oc(-c3cccnc3)nc2c1`?
TNAP inh hi DEA: 3; FLuc inhib CS: 13; RAM network inh: 1.6; bIAP inh: 13; APP 5UTR inh: -12; L major viab: 1; FLuc stim CS: 0.9; TNAP inh no acc: -4; bIAP activator: 0.9; TNAP act hiacc: 1

Results for Cc1c([N+](=O)[O-])cc(S(=O)(=O)Nc2ccncc2)cc1[N+](=O)[O-] ?
TNAP inh hi DEA: -4; FLuc inhib CS: -4; RAM network inh: -1.0; bIAP inh: -9; APP 5UTR inh: -1; L major viab: 2; FLuc stim CS: 1; TNAP inh no acc: -13; bIAP activator: 1.1; TNAP act hiacc: 1

In the list so far, these have two or more sulfur atoms.
How did COc1ccc2nc(NC(=O)c3ccc(Br)s3)sc2c1 do in these assays?
TNAP inh hi DEA: -2; FLuc inhib CS: 33; RAM network inh: 0.7; bIAP inh: 3; APP 5UTR inh: -136; L major viab: 17; FLuc stim CS: 0.7; TNAP inh no acc: -14; bIAP activator: 1; TNAP act hiacc: 1

Results for Cc1ccc(N(C(=O)c2csnn2)C(C(=O)NC(C)(C)C)c2cccs2)cc1 (stereo not given) ?
TNAP inh hi DEA: -6; FLuc inhib CS: -8; RAM network inh: -0.7; bIAP inh: -3; APP 5UTR inh: -15; L major viab: -2; FLuc stim CS: 1.1; TNAP inh no acc: -10; bIAP activator: 1; TNAP act hiacc: 1.1
